FLuc counter – counter-screen for miR-21 project: firefly luciferase inhibitors or activators. purified FLuc, Km substrates, luminescence inhibition. Potency, µM (series often up to 57.5 µM), without a hit: at the highest dose activity change, negative = inhibition, most hits filed as inhibitors. 6.9% of 360,000 active. AID 588342;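 further: potency means the concentration at half of the fitted maximal effect; plate controls were vehicle for no effect and reference inhibitor for full effect; nearly all actives have a fitted effect of over 55% in size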
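Purified P. pyralis luciferase, 10 nM final, with Km-level 10 uM D-luciferin and 10 uM ATP in 50 mM Tris acetate pH 7.5, 10 mM Mg acetate, 0.01% Tween-20, 0.05% BSA; 6-point qHTS titration about 60 µM downward; luminescence read.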
KCNH2 3.1 inh – blocks the human KCNH2 3.1 channel isoform; U2OS KCNH2 3.1, thallium flux FluxOr; stronger effect = lower value; activity change, % (tested at about 1.8 µM); 0.95% of 340,000 active;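 active means maximum activity change below -70%; inconclusive means maximum activity change from -70% to -50%; inactive means maximum activity change above -50%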;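 further: thallium influx rate constant from kinetic fluorescence after stimulation buffer; on the % scale 0 is the no-effect control and ±100 the full control effect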
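Normalized rate constant (relative to positive and negative DMSO controls) derived from a 2 min kinetic fluorescence read after stimulation; U2OS cells expressing the 3.1 isoform via virus at 1.77 x 10^8 /mL.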
MBNL1-CUG inh – inhibitors of human MBNL1 binding to CUG repeat RNA | TR-FRET MBNL1-His/biotin-(CUG)12 binding, 665/545 ratio | Potency, µM (titrated, usually from 57.5 µM), for the others: at the top dose activity change, negative = inhibition, hits mostly inhibitors | 0.036% of 280,000 active | AID 2675; active means well fitted inhibition curve with a large enough effect in the signal ratio, with a control signal flat, not every such curve was filed as active; inconclusive means small, poorly fitted or top-dose-only effect, or effect the other way, or a change in a side signal; inactive means no such curve, though single readings can be large or run the other way; the % refers to the signal ratio; further: potency means the concentration at half of the fitted maximal effect; on the % scale 0 is the no-effect control and ±100 the full control effect
Target sequence (Q9NR56 whole entry, looked up): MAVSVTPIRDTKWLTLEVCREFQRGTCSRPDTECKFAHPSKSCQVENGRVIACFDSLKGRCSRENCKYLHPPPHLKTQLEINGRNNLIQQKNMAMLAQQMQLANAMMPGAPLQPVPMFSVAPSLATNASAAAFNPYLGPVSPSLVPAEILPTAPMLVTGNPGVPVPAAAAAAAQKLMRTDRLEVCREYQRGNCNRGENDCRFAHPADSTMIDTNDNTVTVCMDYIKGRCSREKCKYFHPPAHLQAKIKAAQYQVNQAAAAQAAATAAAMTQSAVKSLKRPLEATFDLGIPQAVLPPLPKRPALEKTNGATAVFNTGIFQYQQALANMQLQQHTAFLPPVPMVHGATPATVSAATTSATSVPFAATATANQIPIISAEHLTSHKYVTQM
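Compounds (final 92 nM to 58 uM) are added to His-tagged MBNL1 and biotin-(CUG)12, then terbium anti-His antibody and streptavidin-XL665 (5 nM final). After 60 min at room temperature, the 665/545 nm ratio is read.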
Mito fusion act – blocks mitochondrial division or promotes mitochondrial fusion | 0.23% of 320,000 active | Potency, µM (doses to about 46.1 µM), for the others: at the top dose growth rescue (activation), actives largely listed as activators | S. cerevisiae fusion-defective mutant growth rescue, CellTiterGlo 48 h;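 further: potency means the concentration at half of the fitted maximal effect; % of control where 0% means no effect; nearly all actives have a fitted effect of over 45% in size; temperature-sensitive fusion mutants such as fzo1-1 at 37 °C on non-fermentable ethanol glycerol medium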
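S. cerevisiae fusion-defective temperature-sensitive mutants (e.g. fzo1-1, mgm1-5) grown 48 h at 37C in YPEG (ethanol/glycerol non-fermentable) medium with 23 nl compound per well; growth rescue read as CellTiterGlo luminescence.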
Rab9 promoter act – activates the Rab9 promoter; Huh7 Rab9 promoter-luciferase reporter, luminescence, 24 h; Potency, µM (series often up to 9.22 µM), for inactives: at the top dose activation, negative = inhibition, most hits filed as activators; AID 485297; 2.8% of 320,000 active; further: potency means the concentration at half of the fitted maximal effect; % of control where 0% means no effect; nearly all actives have a fitted effect of over 60% in size
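Huh7 cells stably carrying Rab9 promoter–luciferase reporter, plated 1500 cells/well, compound added after 2 h and incubated 24 h at 37 °C; luciferase luminescence then read after 10 min with detection reagent.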
ELG1 DNA repair – blocks ELG1-dependent DNA repair in HEK293T cells | HEK293T ELG1-luciferase reporter, luminescence, 16 h; DNA damage induced by 5-fluorouridine | 2.3% of 330,000 active | Potency, µM (titrated, usually from 46.1 µM), for the others: at the highest dose activity change, negative = inhibition, usual class: inhibitors; further: potency means the concentration at half of the fitted maximal effect; on the % scale 0 is the no-effect control and ±100 the full control effect; nearly all actives have a fitted effect of over 55% in size
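Cells (2,000 per well) received 5-fluorouridine plus test compound or DMSO and were incubated 16 hr at 37 °C, 5% CO2. Luciferase activity was read by luminescence 30 min after ONE-Glo addition; signal suppression marked inhibition of damage-induced ELG1 function.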
Menin-MLL TR inh – displaces Texas Red mutant MLL peptide from human menin; Menin + Texas Red MLL mutant peptide, fluorescence polarization; Potency, µM (titrated, usually from 61.6 µM), for inactives: at the top dose FP activity change, negative = inhibition, actives largely listed as inhibitors; 0.23% of 270,000 active; AID 1768; active means well fitted inhibition curve with a large enough effect in the polarisation, with a control signal flat, not every such curve was filed as active; inconclusive means small, poorly fitted or top-dose-only effect, or effect the other way, or a change in a side signal; inactive means no such curve, though single readings can be large or run the other way; the % refers to the polarisation; further: potency means the concentration at half of the fitted maximal effect; % of control where 0% means no effect; many of its hits are not listed in these tables
Target sequence (O00255 whole entry, looked up): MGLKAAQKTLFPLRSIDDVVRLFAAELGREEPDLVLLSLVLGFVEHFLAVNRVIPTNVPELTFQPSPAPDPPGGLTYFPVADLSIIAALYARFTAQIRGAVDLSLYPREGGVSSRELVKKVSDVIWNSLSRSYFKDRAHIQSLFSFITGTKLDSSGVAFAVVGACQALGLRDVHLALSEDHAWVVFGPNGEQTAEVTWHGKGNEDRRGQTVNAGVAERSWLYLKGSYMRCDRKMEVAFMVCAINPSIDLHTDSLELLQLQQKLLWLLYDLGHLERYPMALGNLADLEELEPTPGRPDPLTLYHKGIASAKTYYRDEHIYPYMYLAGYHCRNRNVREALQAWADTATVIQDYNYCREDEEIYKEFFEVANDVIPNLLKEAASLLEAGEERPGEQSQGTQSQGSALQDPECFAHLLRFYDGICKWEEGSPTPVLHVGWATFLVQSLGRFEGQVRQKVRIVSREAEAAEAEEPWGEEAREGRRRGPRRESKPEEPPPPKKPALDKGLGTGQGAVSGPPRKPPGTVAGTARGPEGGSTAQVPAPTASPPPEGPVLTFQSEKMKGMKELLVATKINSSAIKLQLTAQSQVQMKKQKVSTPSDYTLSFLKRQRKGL
RORgamma inh – blocks mouse ROR gamma transcriptional activity. AID 2551. Drosophila S2 Gal4-RORgamma UAS-luciferase reporter, 20 h. 5.4% of 310,000 active. Potency, µM (titrated, usually from 53.6 µM), for inactives: at the highest dose activity change, negative = inhibition, usual class: inhibitors. P51450; further: potency means the concentration at half of the fitted maximal effect; on the % scale 0 is the no-effect control and ±100 the full control effect; nearly all actives have a fitted effect of over 60% in size
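Using a luciferase readout, inhibitors were identified by reduced reporter activity in Drosophila cells coexpressing a copper-inducible Gal4–ROR gamma fusion and UAS-driven Photinus luciferase, incubated 20 hr after 700 uM copper sulfate.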
PKM2 activator – increases activity of human pyruvate kinase M2. AID 1631. purified PKM2, Kinase-Glo ATP luminescence, activation; response scale: 0% is enzyme alone, no compound. P14618. 0.34% of 260,000 active. Potency, µM (doses to about 57.5 µM), for the others: at the highest dose activation, usual class: activators; further: potency means the concentration at half of the fitted maximal effect; on the % scale 0 is the no-effect control and ±100 the full control effect; nearly all actives have a fitted effect of over 55% in size
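hPK-M2, >95% pure; 0.1 mM ADP / 0.5 mM PEP final; imidazole pH7.2 buffer w/ 7 mM MgCl2, 50 mM KCl; 1 h RT; Kinase-Glo lum. Intermediate enzyme activity for dual inhibitor/activator qHTS.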
NPC1 promoter act – activates the NPC1 promoter. Huh7 NPC1 promoter luciferase reporter, 24 h. Potency, µM (doses to about 9.22 µM), inactives show top-dose activation, usual class: activators. 2.4% of 320,000 active. AID 485313;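 further: potency means the concentration at half of the fitted maximal effect; % of control where 0% means no effect; nearly all actives have a fitted effect of over 60% in size; reporter is driven by a mutant NPC1 promoter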
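Luminescence from an NPC1 promoter-driven luciferase reporter in stably transfected Huh7 cells was measured after 24 h compound treatment at 37 °C, followed by 10 min ambient incubation with luciferase detection reagent.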
VP16 counter – Gal4-VP16 reporter inhibition counter-screen. Drosophila S2 Gal4-VP16 UAS-luciferase, luminescence, 20 h. Potency, µM (series often up to 53.6 µM), inactives show top-dose activity, negative = inhibition, hits mostly inhibitors. 3.5% of 310,000 active;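 further: Gal4-VP16 expression switched on by copper sulfate through the metallothionein promoter; potency means the concentration at half of the fitted maximal effect; on the % scale 0 is the no-effect control and ±100 the full control effect; nearly all actives have a fitted effect of over 50% in size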
* = called active by the depositor; ? = inconclusive; nt = no result given; [ ] = dose if it differs, or a comment. Unless noted, the call rests on the fitted dose curve; in most records, active means well fitted curve in the direction sought with a large enough effect; inconclusive means small, poorly fitted or top-dose-only effect, or another doubt; inactive means no such curve, though single readings can be large; an effect the other way counts as inactive or inconclusive. An excerpt (hit frequency here may not be typical).

SMILES	FLuc counter	KCNH2 3.1 inh	MBNL1-CUG inh	Mito fusion act	Rab9 promoter act	ELG1 DNA repair	Menin-MLL TR inh	RORgamma inh	PKM2 activator	NPC1 promoter act	VP16 counter
N/C(=N\OC(=O)CCCOc1ccc(Cl)cc1Cl)c1ccncc1	?	4	0%	4%	-5%	-2%	7%	23%	-10%	-5%	-3%
Cn1c(=O)c2c(-c3ccccc3)n(CCCN3CCOCC3)cc2n(C)c1=O	-2%	-6	-5%	-3%	1%	7%	0%	-14%	1%	-4%	17%
CCN(CC)S(=O)(=O)c1ccc(N2CCOCC2)c(NC(=O)c2cc(-c3ccccn3)nc3ccccc23)c1	-4%	-6	-4%	5%	1%	1.8µM*	11%	-22%	1%	-3%	0%
Cc1ccc(Nc2c(-c3ccc(N(C)C)cc3)nc3ncccn23)cc1	-5%	-14	nt	-2%	-1%	0%	nt	12%	2%	3%	18%
COc1ccccc1OCCn1cc(C(=O)c2ccco2)c2ccccc21	-18%	-28	0%	2%	0%	?	?	38%	5%	0%	?
CC(C)(C)C1CCc2onc(C(=O)Nc3cccnc3)c2C1 (stereo unspecified)	?	-3	2%	12%	19%	?	1%	32%	3%	-7%	0%
COC(=O)CCC(=O)Nc1sc2c(c1C#N)CCCC2	-9%	0	-5%	4%	7%	20%	-1%	45%	-1%	1%	5%
COc1ccc(/C=C/C(=O)OCC(=O)Nc2ccc(OC)c(S(=O)(=O)N3CCCCC3)c2)cc1	6µM*	nt	8%	-1%	-3%	16%	-14%	115%	-2%	-2%	4%
NC(=NCc1ccco1)NC(=O)c1ccccc1	?	10	-2%	-3%	25%	?	2%	24%	nt	13%	-2%
CN(C)c1ccc(/C=N/n2c(C3CCCCC3)n[nH]c2=S)cc1	-1%	1	16%	-20%	-7%	-3%	9%	2.5µM*	nt	0%	6.3µM*
O=C(O/N=C1\CCS(=O)(=O)c2sccc21)c1ccccc1	2.7µM*	-1	8%	2%	0%	-1%	5%	17%	0%	-6%	-2%
Cc1onc(-c2c(Cl)cccc2Cl)c1/C(N)=N/OC(=O)C1CC1	1%	15	-2%	10%	4%	10%	nt	22%	-10%	0%	2%
N#Cc1nc(-c2ccco2)oc1N1CCN(c2ccccc2)CC1	0%	4	11%	10%	-3%	9%	-4%	9%	-2%	-4%	-14%
COc1nc2ccccc2nc1CCC(=O)O	6%	-2	3%	4%	-15%	-9%	-9%	20%	2%	0%	-13%
Cc1sc(NC(=O)Cn2[nH]c(=O)c3ccccc3c2=O)nc1-c1ccccc1	-14%	-7	nt	6%	-8%	?	5%	-18%[10 µM]	-5%	-3%	?
CN(C)S(=O)(=O)N1C(=O)c2ccccc2C1=O	7%	0	16%	0%	-4%[1.84 µM]	9%	17%	-10%	4%	-2%	0%
Cc1ccc(S(=O)(=O)Nc2c(C)nn(C)c2C)cc1C	-2%	-1	nt	3%	-5%	-13%	nt	nt	nt	-1%	nt
Cc1nn(Cc2ccccc2Cl)c(Cl)c1/C=C/C(=O)OCC(=O)NC1CCS(=O)(=O)C1 (stereo unspecified)	-1%	21	-2%	13%	1%	-8%	-16%	29%	29%	-1%	-1%
Cc1cccnc1NC(=O)CN1C(=O)COc2ccc(Cl)cc21	12%	-7	5%	2%	-2%	-1%	3%	-12%	1%	-7%	-2%
CC1Oc2ccccc2C=C1/C=N\NC(=O)c1cccnc1 (stereo unspecified)	17µM*	-1	?	-1%	15%	?	nt	9%	3%	18%	16%
CCOC(=O)C1=C(COC(=O)/C=C/c2cccc(OC)c2)NC(=O)NC1C (stereo unspecified)	-2%	-1	?	6%	-1%	?	nt	3%	-2%	4%	-3%
Cn1c(=O)oc2cc(S(=O)(=O)N3CCN(Cc4ccc5c(c4)OCO5)CC3)ccc21	10%	-14	4%	-3%	-8%	-1%	-1%	22%	2%	0%	-3%
COc1cccc(OC)c1OCCCCc1c(C)n[nH]c1C	2%	10	-5%	3%	-4%	-13%	13%	24%	8%	-5%	-6%
O=C1N/C(=N\S(=O)(=O)Cc2ccccc2)S/C1=C/c1cccc([N+](=O)[O-])c1	?	0	nt	1%	-3%	15%	nt	22%	-1%	-5%	2%

An excerpt of these results, with values under each structure:
Fields – FLuc counter | KCNH2 3.1 inh | MBNL1-CUG inh | Mito fusion act | Rab9 promoter act | ELG1 DNA repair | Menin-MLL TR inh | RORgamma inh | PKM2 activator | NPC1 promoter act | VP16 counter
> Cc1ccc(S(=O)(=O)Nc2c(C)nn(C)c2C)cc1C
    -2% | -1 | nt | 3% | -5% | -13% | nt | nt | nt | -1% | nt
> Cc1nn(Cc2ccccc2Cl)c(Cl)c1/C=C/C(=O)OCC(=O)NC1CCS(=O)(=O)C1 (stereo unspecified)
    -1% | 21 | -2% | 13% | 1% | -8% | -16% | 29% | 29% | -1% | -1%
> Cc1cccnc1NC(=O)CN1C(=O)COc2ccc(Cl)cc21
    12% | -7 | 5% | 2% | -2% | -1% | 3% | -12% | 1% | -7% | -2%
> CC1Oc2ccccc2C=C1/C=N\NC(=O)c1cccnc1 (stereo unspecified)
    17µM* | -1 | ? | -1% | 15% | ? | nt | 9% | 3% | 18% | 16%
> CCOC(=O)C1=C(COC(=O)/C=C/c2cccc(OC)c2)NC(=O)NC1C (stereo unspecified)
    -2% | -1 | ? | 6% | -1% | ? | nt | 3% | -2% | 4% | -3%
> Cn1c(=O)oc2cc(S(=O)(=O)N3CCN(Cc4ccc5c(c4)OCO5)CC3)ccc21
    10% | -14 | 4% | -3% | -8% | -1% | -1% | 22% | 2% | 0% | -3%
> COc1cccc(OC)c1OCCCCc1c(C)n[nH]c1C
    2% | 10 | -5% | 3% | -4% | -13% | 13% | 24% | 8% | -5% | -6%

New compounds follow
SMILES	FLuc counter	KCNH2 3.1 inh	MBNL1-CUG inh	Mito fusion act	Rab9 promoter act	ELG1 DNA repair	Menin-MLL TR inh	RORgamma inh	PKM2 activator	NPC1 promoter act	VP16 counter
COc1ccc(N2C(=O)CCC(C(=O)NCCCN3CCC(C)CC3)C2c2ccc(OC)c(OC)c2)cc1 (stereo unspecified)	-2%	3	-5%	18%	1%	22%	-4%	21%	7%	-5%	-1%
CC(=O)c1sc(N/N=C\c2ccc(N(C)C)cc2)nc1C	1.3µM*	1	10%	0%	2.5µM*	?	-10%	-39%	2%	1.3µM*	2%
COC(=O)C1=C(C)OC(N)=C(C#N)C1c1ccccc1F (stereo unspecified)	3%	32	0%	-4%	0%	?	4%	25%	-2%	0%	4%
Cc1ccc2nc(-c3sc4nc(C)ccc4c3N)[nH]c2c1	1.2µM*	-26	?	11%	3.2µM*	?	14%	39%	-10%	3.2µM*	-13%
COc1cc(CCC(=O)OCC(=O)Nc2cccc(S(N)(=O)=O)c2)cc(OC)c1OC	-2%	4	-7%	-1%	1%	0%	-12%	-5%	-3%	1%	-4%
Fc1ccc(-n2nnc(-c3ccccc3Br)n2)cc1	4%	-14	-13%	1%	0%	6%	-32%	0%	-3%[11.5 µM]	0%	6%
O=C(CN1CCC(n2nnc3cc(F)ccc32)CC1)NNC(=O)c1ccccc1	5%	1	-5%	-1%	0%	7%	?	12%	4%	-1%	-9%
CCCC1(C(=O)O)NC(c2cccc(OC)c2O)C2C(=O)N(c3ccccc3)C(=O)C21 (stereo unspecified)	-1%	8	-21%	-2%	-7%	10%	4%	7%	4%	2%	-1%

Assay outcomes: PubChem, National Center for Advancing Translational Sciences (NCATS)
